Source: PubChem BioAssay (The Scripps Research Institute Molecular Screening Center)
TDP2 absorb = human TDP2 enzyme inhibitors, primary screen, biochemical, epi absorbance, recombinant enzyme; T5PNP hydrolysis, p-nitrophenol absorbance 415 nm; inhibition, % at 12.8 µM; hit rate 0.34% among 370,000; AID 720702, 2013;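 active = inhibition above the mean of all tested compounds plus 3 SD, set per campaign, cut at about 25% in these data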;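 also: 0% = DMSO with enzyme and 100% = buffer with substrate but no TDP2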
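Read-out basis: percent inhibition. System: recombinant human TDP2. Buffer or medium: Mg2+-containing Tris-HCl buffer, pH 7.5. Repeats: single replicate. Timing: reaction 2 h, 37 °C. Benchmarks: high control without enzyme, low control DMSO plus TDP2. Probe or stimulus: 5 mM T5PNP. Doses: 12.8 µM only. Measured by: epi absorbance of p-nitrophenol freed from T5PNP by hydrolysis.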
KLK7 zymogen act = proKLK7 zymogen activators, primary screen, biochemical, fluorescence intensity. activation, % at 7 µM. Kallikrein-7 (Homo sapiens), P49862. purified proKLK7, EDANS-DABCYL substrate fluorescence; 100% is mature enzyme control, 0% vehicle. hit rate 0.9% among 370,000;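 active = activation above the mean of all tested compounds plus 3 SD, computed per campaign excluding outliers beyond control limits, cut at about 13% in these data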
SIAE primary = human SIAE inhibitors, primary screen, biochemical, fluorescence polarization, FP-Rh probe, 1536-well HTS; Sialate O-acetylesterase (Homo sapiens), Q9HAT2; SIAE FP-Rh probe binding; inhibition, % at 9.66 µM; hit rate 0.69% among 370,000;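 active = inhibition above a cutoff: mean of compounds within the control limits plus 3 SD of those, cut at about 17% in these data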;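 also: 0% = plate median of compound wells and 100% = probe without SIAE protein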
Target sequence (Q9HAT2 whole entry, looked up): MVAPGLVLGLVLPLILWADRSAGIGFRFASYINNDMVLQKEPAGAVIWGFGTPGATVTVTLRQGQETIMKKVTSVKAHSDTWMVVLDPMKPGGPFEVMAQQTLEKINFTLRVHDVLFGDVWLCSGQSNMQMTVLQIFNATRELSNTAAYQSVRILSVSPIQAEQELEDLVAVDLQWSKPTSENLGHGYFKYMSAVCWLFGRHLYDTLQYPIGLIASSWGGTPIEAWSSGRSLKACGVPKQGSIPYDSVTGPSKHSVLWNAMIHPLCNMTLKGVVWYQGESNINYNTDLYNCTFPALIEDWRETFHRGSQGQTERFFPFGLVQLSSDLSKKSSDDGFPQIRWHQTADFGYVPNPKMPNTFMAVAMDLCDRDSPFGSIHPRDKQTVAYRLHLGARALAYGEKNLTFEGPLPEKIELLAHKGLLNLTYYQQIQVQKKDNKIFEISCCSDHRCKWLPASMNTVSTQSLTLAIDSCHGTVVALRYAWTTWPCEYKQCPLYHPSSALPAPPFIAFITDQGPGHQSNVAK
DDE Tn7 FP inh = inhibitors of Tn7 peptide binding to fibrin DD(E), primary screen, biochemical, fluorescence polarization, human fibrin, Tn7 probe | Fibrinogen beta chain (Homo sapiens), P02675 | FP displacement of FITC-Tn7 peptide from fibrin DD(E); 0% = median of compound wells per plate | inhibition, % at 8.3 µM | hit rate 0.13% among 370,000 | AID 720508, 2013;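 active = inhibition above the mean of compounds falling within the control limits plus 3 SD of them, cut at about 14% in these data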;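 also: 0% = plate median of compound wells and 100% = 10 µM Aha-Tn7 peptide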
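Assay system: human fibrin DD(E). Input: DD(E) 2 µM final. Medium: Tris buffer with calcium and detergent, pH 7.8. Compound dosing: single point at 8.3 µM. Timing: 10 min plus 3 h, room temperature. Technique: fluorescence polarization of the labelled Tn7 tracer. Read-out: percent inhibition. Replicates: singlicate testing.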
MBD2 inh = inhibitors of MBD2 binding to methylated DNA, primary screen, biochemical, TR-FRET, DNA-binding domain, human; Methyl-CpG-binding domain protein 2 (Homo sapiens), Q9UBB5; MBD2 binding to methylated oligonucleotide; inhibition, % at 4.4 µM; hit rate 0.31% among 370,000; in the data active = inhibition above about 13%
Target sequence (Q9UBB5 whole entry, looked up, the tested form may be a part): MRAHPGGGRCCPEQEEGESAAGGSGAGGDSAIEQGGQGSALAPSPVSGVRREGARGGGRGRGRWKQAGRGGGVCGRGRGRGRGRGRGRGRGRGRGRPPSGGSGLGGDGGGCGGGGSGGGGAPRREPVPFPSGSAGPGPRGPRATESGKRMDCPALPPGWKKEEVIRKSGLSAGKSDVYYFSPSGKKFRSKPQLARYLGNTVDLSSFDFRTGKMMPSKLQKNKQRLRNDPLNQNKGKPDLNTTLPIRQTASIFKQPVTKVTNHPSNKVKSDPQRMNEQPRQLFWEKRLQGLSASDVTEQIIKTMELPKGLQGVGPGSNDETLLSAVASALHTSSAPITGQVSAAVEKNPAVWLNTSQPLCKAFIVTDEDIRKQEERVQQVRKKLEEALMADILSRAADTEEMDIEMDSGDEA
LEDGF integ inh = blockers of LEDGF/p75-dependent integrase strand transfer – biochemical, TR-FRET, high throughput, primary screen. HIV-1 integrase (with human LEDGF/p75). TR-FRET IN-LEDGF/p75 DNA integration, Eu/Cy5. inhibition, % at 3.7 µM. hit rate 0.64% among 370,000. AID 743269, 2014;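 active = inhibition above the screen-wide mean plus 3 SD, cut at about 13% in these data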;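 also: signal is the Cy5 over europium emission ratio at 671 and 618 nm; 0% = plate median of compound wells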
PRMT1 FP inh = PRMT1 methyltransferase inhibitors, primary screen, biochemical, fluorescence polarization; inhibition, % at 2.79 µM; recombinant PRMT1, activity-based probe fluorescence polarization; hit rate 1.3% among 370,000;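 active = inhibition above about 21% made by adding two undisclosed values, limit read from the data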
UHRF1 MBD2 ctr = UHRF1 methylated DNA binding inhibitors, primary screen, counter-screen for MBD2 inhibitor project, biochemical, TR-FRET, human UHRF1, single concentration; UHRF1 binding to methylated oligo; hit rate 0.75% among 370,000; E3 ubiquitin-protein ligase UHRF1 (Homo sapiens), Q96T88; inhibition, % at 4.4 µM; in the data active = inhibition above about 21%;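 also: UHRF1 SRA domain binding a hemimethylated CpG hairpin DNA probe; 0% = median of test compound wells and 100% = reference inhibitor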
TCR CD3 inh = inhibitors of human TCR-CD3 interaction, primary screen, biochemical, fluorescence, TAMRA-labeled TCR probe. T-cell receptor (TCR). inhibition, % at 9.4 µM. hit rate 0.37% among 360,000; in the data active = inhibition above about 19%;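 also: recombinant mutant TCR 2C K166C tagged with TAMRA read by polarization; 0% = receptor in buffer alone and 100% = receptor with positive control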
DDE Tn6 FP inh = inhibitors of Tn6 peptide binding to fibrin DD(E), primary screen, biochemical, fluorescence polarization, human fibrin, Tn6 probe | Fibrinogen beta chain (Homo sapiens), P02675 | Fibrin DD(E) TRITC-Tn6 fluorescence polarization displacement | inhibition, % at 8.3 µM | hit rate 0.21% among 370,000 | AID 720509, 2013;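 active = inhibition above a per-campaign cutoff: mean of compounds within control limits plus 3 SD, cut at about 15% in these data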;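 also: 0% = median of all compound wells on the plate and 100% = blocking peptide control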
The depositor's hits bear a star. Compounds were not picked by outcome. Share with any hit: about 4.6%.

1	Cc1ccc(C)c(NS(=O)(=O)c2c(C)nc3sccn3c2=O)c1
2	CC(C(=O)N1CCCCCC1)N(c1ccc(Cl)cc1)S(C)(=O)=O (stereo not given)
3	Clc1ccc(C(c2nnnn2C2CCCC2)N2CCN(Cc3ccncc3)CC2)cc1 (stereo not given)
4	COc1cc(NS(=O)(=O)c2ccc(N/C=C\C(=O)c3ccc(F)cc3)cc2)nc(OC)n1
5	COc1cccc(CNCC(O)COc2ccc(C(=O)c3ccccc3)cc2)c1 (stereo not given)
6	CCN(CC)C(=O)CSc1nnc(COc2ccccc2)n1CC
7	COc1cccc(/C(O)=C/c2nc3ccc(C(=O)NCCc4ccc(Cl)cc4)cc3[nH]c2=O)c1
8	CCN(CC)CCn1c(NC(=O)c2ccc(C(F)(F)F)cc2)nc2ccccc21
assay / entry,1,2,3,4,5,6,7,8
TDP2 absorb,-11,10,-1,2,11,12,-8,-10
KLK7 zymogen act,0.5,-0.6,0.5,0.3,0.8,-1.0,-0.4,0.4
SIAE primary,4,-1,-2,3,-4,2,-15,-1
DDE Tn7 FP inh,0,2,-7,-2,-2,6,-7,-4
MBD2 inh,-2,3,3,-3,4,2,-1,4
LEDGF integ inh,2,-2,3,2,1,-2,-1,10
PRMT1 FP inh,-2,4,-1,0,3,-5,2,-2
UHRF1 MBD2 ctr,2,4,4,-1,1,-1,-4,0
TCR CD3 inh,-4,-2,0,4,3,2,3,2
DDE Tn6 FP inh,-1,3,-2,1,0,9,2,7

9	CCC(=O)NCCc1nc2cc(NC(=O)c3ccccc3Cl)ccc2n1C
10	CC1Oc2ccccc2N(CC(=O)NCc2ccc3c(c2)OCO3)C1=O (stereo not given)
11	COc1ccc(CCNC(=O)c2cccc(NC3=NC4CS(=O)(=O)CC4S3)c2)c(OC)c1 (stereo not given)
12	CC(=O)Nc1nc(C)c(S(N)(=O)=O)s1
13	CCC(=O)N(Cc1cc(=O)[nH]c2ccccc12)c1cccc(C)c1
14	O=C(NCc1cccnc1)c1ccc(Cl)c(S(=O)(=O)N2CCOCC2)c1
15	O=C(N[C@H](C(=O)N1CCC[C@H]1C(=O)NCc1ccccc1)C1CCCCC1)c1ccc(Cl)c(Cl)c1
16	CSc1ccccc1C(=O)C1CCCN(Cc2c(C)n(C)n(-c3ccccc3)c2=O)C1 (stereo not given)
assay / entry,9,10,11,12,13,14,15,16
TDP2 absorb,-16,6,-9,5,-4,-3,-2,6
KLK7 zymogen act,-0.3,0.0,-0.4,0.3,0.0,-0.3,0.3,-0.1
SIAE primary,2,-3,-9,-2,1,-7,-4,4
DDE Tn7 FP inh,-2,3,-5,2,-2,-1,-5,2
MBD2 inh,-3,-3,-2,2,-5,2,1,-2
LEDGF integ inh,4,-3,4,5,-2,-2,-1,2
PRMT1 FP inh,0,0,-8,0,-1,1,1,0
UHRF1 MBD2 ctr,5,-1,1,1,0,-4,0,-1
TCR CD3 inh,-12,2,2,-6,1,3,1,2
DDE Tn6 FP inh,0,5,1,0,2,0,-4,-4

17	CCc1n(CC(O)COC2CCCCC2)c2ccccc2[n+]1C (stereo not given)
18	CCN1CCN(C(=O)c2ccc3c(c2)S(=O)(=O)c2ccccc2C3=O)CC1
19	CCC(=O)N1CCCc2cc(S(=O)(=O)N3CCN(c4ccccn4)CC3)ccc21
20	COc1ccc(C2=NN(C(=O)CCCC(=O)O)C(c3cn(-c4ccccc4)nc3-c3ccccc3)C2)cc1 (stereo not given)
21	CCCCCCc1c(O)nc(SCC(=O)O)[nH]c1=O
22	CCCNC(=O)C1(C)CCCN(Cc2ccc(-c3ccccc3)o2)C1 (stereo not given)
23	COc1ccc([C@@H]2CC=C(C(=O)O)[C@H](c3ccccc3F)N2S(=O)(=O)c2ccccc2C)cc1
24	CSc1ccc(CN2CCC(C)(Oc3ccc(CC#N)cc3)C2)cc1 (stereo not given)
assay / entry,17,18,19,20,21,22,23,24
TDP2 absorb,8,-3,3,-20,-9,-7,5,0
KLK7 zymogen act,0.4,-0.7,0.6,-0.3,0.0,0.5,0.2,0.1
SIAE primary,7,-1,11,-12,-1,-2,0,4
DDE Tn7 FP inh,-13,2,-1,-6,-1,-7,-4,-2
MBD2 inh,-4,3,-3,-1,-4,-2,1,-2
LEDGF integ inh,5,0,-2,5,-2,1,4,0
PRMT1 FP inh,-4,-3,1,-7,0,-8,-1,-1
UHRF1 MBD2 ctr,3,-1,3,-1,0,-2,3,1
TCR CD3 inh,5,9,-1,4,3,7,-2,-7
DDE Tn6 FP inh,1,7,-7,0,-5,-3,5,-3

25	CCOc1ccc(NC(=S)NC(=O)/C=C/c2ccc(OC)cc2)c([N+](=O)[O-])c1
26	CCOC(=O)N1CCN(C(=O)CCN2C(=O)/C(=C\c3cccc(OC)c3)SC2=S)CC1
27	CC(=O)COc1ccc2c(-c3ccccc3)cc(=O)oc2c1
28	CCN(CC)C(=O)C1=C(C)N(Cc2ccccc2)C(=O)C(CC(=O)NCCN2CCOCC2)C1 (stereo not given)
29	O=C(c1ccc(F)cc1)N1CCC(N2CCCCCC2)CC1
30	O=C(COc1ccccc1F)Nc1ccc2c(c1)OCCO2
31	C[C@@H]1CN([C@H](C)CO)C(=O)CCCn2nncc2CO[C@@H]1CN(C)C(=O)Nc1cccc2ccccc12
32	OC(COc1ccc(OCC(O)CN2CCN(Cc3ccccc3)CC2)cc1)CN1CCN(Cc2ccccc2)CC1 (stereo not given)
assay / entry,25,26,27,28,29,30,31,32
TDP2 absorb,-13,2,10,7,7,6,-2,0
KLK7 zymogen act,0.5,0.0,0.6,0.1,-0.3,0.3,-2.4,0.4
SIAE primary,-4,0,-5,3,6,-2,5,-1
DDE Tn7 FP inh,-5,-1,1,-3,2,-5,7,-4
MBD2 inh,0,-2,2,3,2,3,-4,-2
LEDGF integ inh,5,-4,-2,-3,0,4,-3,7
PRMT1 FP inh,-1,0,1,3,2,-1,4,-2
UHRF1 MBD2 ctr,5,-2,-3,-1,0,-3,-2,1
TCR CD3 inh,-7,0,0,-5,-5,0,-4,-6
DDE Tn6 FP inh,2,2,1,1,1,-4,4,3

33	Nc1nc(N)nc(C2C=CCCC2)n1 (stereo not given)
34	CCc1cccc(NC(=O)C2CCCN2C(=O)Nc2ccc(C)cc2)c1 (stereo not given)
35	O=[N+]([O-])c1ccc(Sc2nccn2Cc2ccccc2)cc1
36	CCS(=O)(=O)n1nc(-c2ccccc2)nc1SCc1ccccc1
37	CCOCCCN(Cc1ccco1)S(=O)(=O)c1csc(C(N)=O)c1
38	CC(=O)N1CC(C)Oc2ccc(S(=O)(=O)NC(CC(=O)O)c3ccc(C)cc3C)cc21 (stereo not given)
39	Cc1ccc(NC(=S)N2CCCC(CO)C2)c(C)c1 (stereo not given)
40	O=c1c2ccccc2[nH]c(=S)n1CCN1CCN(Cc2ccccc2)CC1
assay / entry,33,34,35,36,37,38,39,40
TDP2 absorb,0,-9,3,-8,14,8,-8,-24
KLK7 zymogen act,0.1,1.0,0.0,0.9,1.1,0.6,0.3,0.0
SIAE primary,3,2,2,-3,6,2,-1,-8
DDE Tn7 FP inh,-2,2,-3,-7,-3,4,-5,-1
MBD2 inh,0,2,3,2,-3,1,-8,-3
LEDGF integ inh,-1,-3,4,-2,3,0,3,1
PRMT1 FP inh,4,1,0,1,-4,0,-5,-5
UHRF1 MBD2 ctr,4,1,-3,1,-2,0,-1,2
TCR CD3 inh,-2,3,5,-8,2,-1,5,0
DDE Tn6 FP inh,-2,1,-1,-1,1,3,-1,1

The list goes on, starting with the last 4 of the part before.
37	CCOCCCN(Cc1ccco1)S(=O)(=O)c1csc(C(N)=O)c1
38	CC(=O)N1CC(C)Oc2ccc(S(=O)(=O)NC(CC(=O)O)c3ccc(C)cc3C)cc21 (stereo not given)
39	Cc1ccc(NC(=S)N2CCCC(CO)C2)c(C)c1 (stereo not given)
40	O=c1c2ccccc2[nH]c(=S)n1CCN1CCN(Cc2ccccc2)CC1
41	O=C(NCc1ccccc1Cl)c1cccc(C(F)(F)F)c1
42	C=CCNC(=O)/C(C#N)=C\c1cc(Cl)c(O)c(OCC)c1
43	CCOC(=O)c1cc(-c2ccc(F)cc2)n(CC(=O)N2CCCC2)c1C
44	CCOc1ccc(C(=O)NCC(=O)N2CCCCCCC2)cc1OCC
45	CCOC(=O)CN1CC23C=CC(O2)C(C(=O)NC2CCCCCC2)C3C1=O (stereo not given)
46	COc1ccc(-c2cc(C(=O)N(C)Cc3ccc(F)cc3)c3ccccc3n2)cc1OC
47	CCn1c(CC(=O)Nc2ccccc2F)nnc1SCC(=O)N1CCN(c2ccccc2)CC1
48	CC1CCN(C(=O)c2cccc(S(=O)(=O)N3CCN(c4ccccc4)CC3)c2)CC1
49	COc1ccc(-c2[nH]ncc2CN(C)Cc2cc(C)[nH]n2)c(F)c1
50	COc1ccc2c(c1)OC13CCN(C)CC1C2C(C(=O)c1ccc(F)cc1)C(=O)N3 (stereo not given)
assay / entry,37,38,39,40,41,42,43,44,45,46,47,48,49,50
TDP2 absorb,14,8,-8,-24,3,-10,1,-10,-1,-6,5,14,-2,-2
KLK7 zymogen act,1.1,0.6,0.3,0.0,0.2,-0.4,-0.2,-0.4,-0.6,-8.4,-0.8,-0.1,0.9,0.7
SIAE primary,6,2,-1,-8,-3,5,-3,-3,-2,-5,6,-1,2,-2
DDE Tn7 FP inh,-3,4,-5,-1,-2,1,1,-3,-3,-1,2,1,1,0
MBD2 inh,-3,1,-8,-3,0,-2,10,1,-3,0,4,1,0,0
LEDGF integ inh,3,0,3,1,5,0,-2,-6,-1,1,0,1,0,0
PRMT1 FP inh,-4,0,-5,-5,0,-1,3,-2,5,-1,-4,-2,1,2
UHRF1 MBD2 ctr,-2,0,-1,2,-1,1,3,3,5,-3,1,-1,-1,-1
TCR CD3 inh,2,-1,5,0,6,-2,1,-7,-7,0,-3,-8,-6,-2
DDE Tn6 FP inh,1,3,-1,1,-3,1,-7,0,-8,-15,2,-6,2,6
